HCV inh – HCV inhibition; Huh7.5.1 HCVcc-Cre infection, luciferase reporter, 44 h; Potency, µM (top dose mostly 41.8 µM), for inactives: at the top dose activity change, negative = inhibition, usual class: inhibitors; 3.4% of 340,000 active
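A cell-based infection assay in which seeded cells (1,000 per well) receive test compound after 4 h, are inoculated with HCVcc-Cre at approximately 0.5 moi, and are incubated 44 h before luminescence detection.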
Tb PYK inh – T. brucei pyruvate kinase inhibition. AID 624173. 0.12% of 410,000 active. Potency, µM (highest dose often 76.8 µM), for the others: at the highest dose activity, negative = inhibition, most hits filed as inhibitors. Q57TT1. TbPYK enzyme, Kinase-Glo Plus ATP luminescence, 45 min; note: nearly all actives have a fitted effect of over 50% in size
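Readout: single end-point luminescence (Kinase-Glo Plus, 10 min). Reaction conditions were TbPYK/substrate plus 130 uM ADP, 45 min at RT, pH 7.2 TEA buffer. No-enzyme wells served as controls, and data were normalized before concentration-response fitting.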
* = called active by the depositor; ? = inconclusive; & = joins results of further samples; [ ] = remark or other dose. Calls come from the whole dose curve; as a rule, active = well fitted curve in the direction sought with a large enough effect; inconclusive = small, poorly fitted or top-dose-only effect, or another doubt; inactive = no such curve, though single readings can be large; an effect the other way counts as inactive or inconclusive. % is set by controls: 0 for no effect and ±100 for the full control effect; potency is the fitted concentration of half-maximal effect. The list is partial, so the mix of outcomes need not match the whole.

SMILES	HCV inh	Tb PYK inh
Nc1ncnc2c1ncn2[C@@H]1O[C@H](CNCc2ccccc2OCc2ccc(Cl)cc2Cl)[C@@H](O)[C@H]1O	-12%	-5%
CCOC(=O)C1CCN(S(=O)(=O)c2ccc3c4c(cccc24)C(=O)N3CC)CC1	-10%	-2%
O=S(=O)(Cc1ccccc1)NC1c2ccccc2Oc2ccccc21	?	2%
O=C(CSc1ccc([N+](=O)[O-])cc1)Nc1ccccc1N1CCOCC1	?	-1%
CN1CCOCCOc2ccccc2OCCOCC1	13%	-1%
NC(=O)c1ccccc1NC(=O)COC(=O)CSCc1cccc(Cl)c1	15%	-2%
CN(C)C(=O)CCc1ccc2c3c([nH]c2c1)[C@]1(C)[C@@H](C(=O)N2CCOCC2)C[C@H](CC(=O)NCCC2=CCCCC2)C(=O)N1CC3	-14%	0%
C=CCSc1nnc(NC(=O)C2CC(=O)N(c3ccc4c(c3)OCCO4)C2)s1 (stereo unspecified)	-6%	6%
COc1ccccc1NS(=O)(=O)c1ccc(C)c(C(=O)NNC(=O)c2csc(N3CCOCC3)n2)c1	-6%	-14%
O=C(CN1C(=O)CCC1=O)Nc1nc2c(F)cc(F)cc2s1	15%	2%
CC(C)Oc1ccc(C(=O)OCC(=O)c2ccc[nH]2)cc1	7%	-6%
Cc1ccc(S(=O)(=O)Nc2ccc3cn[nH]c3c2)cc1C	-9%	5%
CCNC(COC(=O)c1ccc([N+](=O)[O-])cc1)C1CCCCC1 (stereo unspecified)	37%[activator]	-21%
Cc1nnc(SCC(=O)N2CCCC2)n1-c1ccc(F)cc1	5%	0%
CC(C)Cc1ccc(C(C)CC2=CCC(CN(C)C)C2=O)cc1 (stereo unspecified)	?	5%
Cc1ccc(S(=O)(=O)N2CCOCC2)cc1C(=O)NCCc1ccc(Cl)cc1	-24%	-4%
CCN(CC)S(=O)(=O)c1ccc(N2CC(C(=O)Nc3cccc(C(=O)NC4CC4)c3)CC2=O)cc1 (stereo unspecified)	-6%	-5%
O=[N+]([O-])c1ccc(COP(=O)(O)OCc2ccc([N+](=O)[O-])cc2)cc1	7%	1%&-11%
COc1cccc(C2CC(c3ccccc3Cl)Nc3ncnn32)c1 (stereo unspecified)	2%	-1%
CN(C(=O)CSc1nncc2ccccc12)c1ccccc1	-14%	2%
O=C(N[C@@H](Cc1ccccc1)C(=O)OCc1ccccc1)c1nc[nH]c1C(=O)N1CCNCC1	27%	0%
Cc1cc(NC(=O)COc2ccccc2C(N)=O)no1	10%	3%
Cc1ccc(C(C)C)c(OCC(=O)NNCC(=O)Nc2cccc(F)c2)c1	?	-11%
C[C@H](CO)N1C[C@H](C)[C@@H](CN(C)C(=O)Nc2ccc(C(F)(F)F)cc2)Oc2ccc(NC(=O)NC3CCCCC3)cc2C1=O	?	-1%
CC1(c2ccccc2)NC(=O)N(CC(=O)Nc2ccc(N3CCOCC3)cc2)C1=O (stereo unspecified)	5%	5%
Cc1cccc(C(=O)NCC(=O)OCc2nc(N)nc(Nc3ccccc3C)n2)c1	4%	1%
O=c1[nH]nc(N=Nc2c(O)[nH]c3ccc(F)cc23)c(=O)[nH]1	9%	-13%
CCOC(=O)c1c2c(n(-c3ccc(OC)cc3)c1C)C(=O)C(=O)c1ccccc1-2	7.9µM*	-2%
COc1cc(NC(=O)CC(C)C)ccc1NC(=O)c1ccco1	-9%	-16%
O=C(O)c1ccc(C=NNC(=O)c2ccccc2NS(=O)(=O)c2cccs2)cc1	5%	4%
O=C(COc1ccc(F)cc1Br)NCCCN1CCCC1=O	1%	-10%
C[C@H]1CN([C@@H](C)CO)C(=O)Cc2cc(NC(=O)CCC(F)(F)F)ccc2O[C@H]1CN(C)CC1CC1	-12%	1%
CN(CC(=O)Nc1cccc(F)c1)C(=O)C1CCC(C(=O)N(C)CC(=O)Nc2cccc(F)c2)CC1 (stereo unspecified)	-3%	-6%
CN[C@@H](C)C(=O)NC[C@H]1O[C@@H](n2cnc3c(N)ncnc32)[C@H](O)[C@@H]1O	9%	1%
CN1C(=O)c2oc3ccccc3c(=O)c2C1c1cccnc1 (stereo unspecified)	-2%	-4%
COC(=O)[C@@H]1C(OC(=O)c2ccccc2)CC2CCC1N2C (stereo partly specified)	33%[activator]	-16%
CC(C)(O)[C@H](O)Cc1cc2ccc(=O)oc2cc1O[C@@H]1O[C@H](CO)[C@@H](O)[C@H](O)[C@H]1O	14%	-9%
CN(C)CCNC(=O)c1ccc(Cl)c2cc3ccccc3nc12	?	-1%
Cc1ccc(S(=O)(=O)NCC(=O)OCC(=O)c2ccc(Cl)s2)cc1	36%[activator]	2%
C=C1CCN([C@@H](CC(C)C)C(=O)O)S(=O)(=O)c2ccccc21	1%	-7%

Exported with values under each structure: entries from further up.
Results follow in this order: HCV inh	Tb PYK inh
- CC1(c2ccccc2)NC(=O)N(CC(=O)Nc2ccc(N3CCOCC3)cc2)C1=O (stereo unspecified)
  5%	5%
- Cc1cccc(C(=O)NCC(=O)OCc2nc(N)nc(Nc3ccccc3C)n2)c1
  4%	1%
- O=c1[nH]nc(N=Nc2c(O)[nH]c3ccc(F)cc23)c(=O)[nH]1
  9%	-13%
- CCOC(=O)c1c2c(n(-c3ccc(OC)cc3)c1C)C(=O)C(=O)c1ccccc1-2
  7.9µM*	-2%
- COc1cc(NC(=O)CC(C)C)ccc1NC(=O)c1ccco1
  -9%	-16%
- O=C(O)c1ccc(C=NNC(=O)c2ccccc2NS(=O)(=O)c2cccs2)cc1
  5%	4%
- O=C(COc1ccc(F)cc1Br)NCCCN1CCCC1=O
  1%	-10%
- C[C@H]1CN([C@@H](C)CO)C(=O)Cc2cc(NC(=O)CCC(F)(F)F)ccc2O[C@H]1CN(C)CC1CC1
  -12%	1%
- CN(CC(=O)Nc1cccc(F)c1)C(=O)C1CCC(C(=O)N(C)CC(=O)Nc2cccc(F)c2)CC1 (stereo unspecified)
  -3%	-6%
- CN[C@@H](C)C(=O)NC[C@H]1O[C@@H](n2cnc3c(N)ncnc32)[C@H](O)[C@@H]1O
  9%	1%
- CN1C(=O)c2oc3ccccc3c(=O)c2C1c1cccnc1 (stereo unspecified)
  -2%	-4%
- COC(=O)[C@@H]1C(OC(=O)c2ccccc2)CC2CCC1N2C (stereo partly specified)
  33%[activator]	-16%
- CC(C)(O)[C@H](O)Cc1cc2ccc(=O)oc2cc1O[C@@H]1O[C@H](CO)[C@@H](O)[C@H](O)[C@H]1O
  14%	-9%

Next results follow.
SMILES	HCV inh	Tb PYK inh
Cc1cc(C)c2c(c1C)C(=O)CCC2	7%	-2%
C[C@H](CO)N1C[C@H](C)[C@@H](CN(C)C(=O)Nc2ccc3c(c2)OCO3)Oc2ccc(NC(=O)NC3CCCCC3)cc2C1=O	11%	-6%
O=C(COC(=O)CC1CC2CCC1C2)Nc1ccccc1Cl (stereo unspecified)	-3%	2%
O=C(NCCCc1ccccc1)C1CC1	17%	4%
O=C(NN=Cc1ccc(F)cc1)c1ccccc1NS(=O)(=O)c1cccs1	10%	4%
CC[C@]12c3[nH]c4ccc(OC)cc4c3CCN1C(=O)C(CC(=O)NCCC1=CCCCC1)C[C@@H]2C(=O)N1CCN(C(=O)C2CC2)CC1 (stereo partly specified)	-12%	-7%
COc1ccc(Cl)cc1C(=O)NNC(=O)COC(=O)c1cccs1	7%	-10%
CCOc1ccc(S(=O)(=O)N(CC(=O)NC2CCCC2)c2ccc(F)cc2)cc1	-7%	5%
CCN(CC)C1Oc2cc3c(cc2C(c2cc(OC)c(O)c(OC)c2)C1C)OCO3 (stereo unspecified)	-23%	-7%
O=C(C[C@@H]1C/C=C\CCC(=O)OC[C@@H]2CCCN2C1=O)N[C@@H](CO)Cc1ccccc1	5%	4%
CC(C)C(=O)NCCc1nc(-c2ccccc2Cl)no1	3%	2%
COCCn1nnnc1CN(CCc1ccccc1)Cc1cc2cc(OC)ccc2[nH]c1=O	-16%	-6%
O=C1CN(C(=O)CSc2ccccn2)c2ccccc2N1	15%	-6%
O=C(Nc1cccc(F)c1)c1cc(-c2ccco2)nc2ccccc12	4%	3%
N#Cc1cccc(NC(=O)CCc2ccc(S(=O)(=O)N3CCOCC3)cc2)c1	1%	3%
CC1=CC(=O)OC2CC3OC4C[C@@H](C)C5OC6CC7O[C@]8(C)C/C=C\C9OC%10CC%11OC(CC(C)C%12OCCO%12)CC(O)[C@]%11(C)OC%10CC9OC8C[C@]7(C)O[C@]6(C)CCC5OC4C[C@]3(C)OC12 (stereo partly specified)	3%	3%
Nc1ccc2c(c1)C(=O)c1cc([N+](=O)[O-])ccc1-2	-8%	-2%
CC(C)=CCC/C(C)=C/CNC(=O)C[C@H]1C[C@H](C(=O)N(C(C)C)C(C)C)[C@@]2(C)c3[nH]c4ccc(Cl)cc4c3CCN2C1=O	0%	1%
CN(C(=O)CSc1nnc(Nc2ccccc2F)s1)C1CCS(=O)(=O)C1 (stereo unspecified)	-2%	-5%
COc1cccc(C=NNC(=O)CCCC(=O)NN=Cc2cccc(OC)c2)c1	-27%	0%
O=C(CN1C(=O)NC2(CCCCCCC2)C1=O)Nc1ccc(OC(F)F)cc1	?	0%
CCCCN([C@H](CO)C(C)C)S(=O)(=O)c1ccccc1Br	-6%	-2%
O=C(c1cn(-c2ccccc2)nc1-c1ccncc1)n1nnc2ccccc21	-11%	-23%
COc1cc(C(=O)NCC(=O)NNC(=O)CN(C)S(=O)(=O)c2ccc(Cl)cc2)cc(OC)c1OC	0%	-1%
COc1ccc(C(=O)Nc2nc(-c3ccccn3)cs2)cc1S(=O)(=O)N1CCOCC1	11µM*	-15%
Cc1c(N)ccc(-n2nc3ccccc3n2)c1C	3%	1%
COc1cccc(CNc2nc3ccc(NC(C)=O)cc3s2)c1	8%	3%
COc1ccc(Nc2nc(C(C)(C)C)nc3c2nnn3Cc2ccccc2Cl)cc1OC	2%	-8%
CCOCCCN1C(=O)C(O)=C(C(C)=O)C1c1cccs1 (stereo unspecified)	-5%	-6%
Cc1c(CCCl)c(Cl)n2c(nc3ccccc32)c1C#N	?	5%
C(=NOCCc1ccccc1)c1ccccn1	7%	2%
CCOc1ccc2nc(NC(=O)c3ccc(C)o3)sc2c1	?	-23%
Cc1ccc(-c2nnc(OCc3nc4ccccc4n3C)c3ccccc23)cc1	1%	0%
CC(C)CCN1C(=O)c2cccc3c(N)ccc(c23)C1=O	?	-18%
Cc1cc(SCC(=O)Nc2ccc3[nH]c(=O)[nH]c3c2)nc2ccccc12	?	7%
CCOc1ccc(NC(=O)COC(=O)Cn2nc(C)c([N+](=O)[O-])c2C)cc1OCC	-2%	2%
CCCCN(C(=O)C1CCCC1)c1c(N)n(Cc2ccccc2)c(=O)[nH]c1=O	-11%	5%
O=C(OCC(=O)N1CCOCC1)c1ccc(Cl)c(S(=O)(=O)N2CCc3ccccc32)c1	-5%	1%
CCC(C)Sc1cc(-c2nc3cc(C)ccn3c2NC2CCCCC2)ccc1OC (stereo unspecified)	?	0%&4%
O=C1CCc2ccccc2O1	12%	1%
CC[C@]12c3[nH]c4cc(-c5ccco5)ccc4c3CCN1C(=O)[C@@H](CC(=O)NCc1ccc(OC)c(OC)c1)C[C@@H]2C(=O)N1CCN(C(=O)C2CC2)CC1	-8%	1%
Nc1nc2cc(Cl)c(Br)cc2o1	10%	-2%
Cc1nc(N)[nH]c(=O)c1CCCNc1ccc(CCCCC2(CCl)OCCO2)cc1	-19%	2%
CSCCC(NS(=O)(=O)c1cccc(C(F)(F)F)c1)C(=O)N1CCN(C(=O)c2ccco2)CC1 (stereo unspecified)	11%	1%
COc1ccc2cc(N3CCCC3=O)ccc2c1	10%	-7%
COC(=O)c1ccc(N2CCOCC2)c(NC(=O)c2cc3ccccc3o2)c1	22%	-8%
C[C@]12c3[nH]c4cc(-c5ccco5)ccc4c3CCN1C(=O)[C@@H](CC(=O)NCCN1CCOCC1)C[C@@H]2C(=O)N1CCOCC1	-14%[8.37 µM]	2%
CCOC(=O)C1=C(C)N(C[C@@H]2CC[C@@H](Cc3ccc(-c4ccccc4)cc3)O2)C(=O)NC1c1ccc(-c2ccccc2)cc1 (stereo partly specified)	-9%	-3%
CCN1C(=N)N(c2ccccc2)C(=O)C(CC)(CC)C1=O	8%	10%
CCOC(=O)CCCCCNC(=O)c1ccc(F)cc1F	-1%	-4%
Cc1c(-n2c(CN3C(=O)c4ccccc4C3=O)nc3ccccc3c2=O)c(=O)n(-c2ccccc2)n1C	5%	-2%
O=C(/C=C/c1cccs1)N1CCC2(CC1)Oc1ccc(Cl)cc1C(=O)C21CC(c2ccc(Cl)cc2)=NO1 (stereo unspecified)	14%	-3%

High-throughput results deposited in PubChem BioAssay by National Center for Advancing Translational Sciences (NCATS).
